# NOD2-RIPK2 inh: blocks binding of human NOD2 to RIPK2 | inhibition, % at 4.98 µM | 0.38% of 360,000 active | CHO BLA complementation NOD2-RIPK2, CCF4 ratio | AID 624267; in the data active means inhibition above about 21%;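 further: 0% = vehicle only and 100% = reference blocker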
# Target sequence (O43353 whole entry, looked up): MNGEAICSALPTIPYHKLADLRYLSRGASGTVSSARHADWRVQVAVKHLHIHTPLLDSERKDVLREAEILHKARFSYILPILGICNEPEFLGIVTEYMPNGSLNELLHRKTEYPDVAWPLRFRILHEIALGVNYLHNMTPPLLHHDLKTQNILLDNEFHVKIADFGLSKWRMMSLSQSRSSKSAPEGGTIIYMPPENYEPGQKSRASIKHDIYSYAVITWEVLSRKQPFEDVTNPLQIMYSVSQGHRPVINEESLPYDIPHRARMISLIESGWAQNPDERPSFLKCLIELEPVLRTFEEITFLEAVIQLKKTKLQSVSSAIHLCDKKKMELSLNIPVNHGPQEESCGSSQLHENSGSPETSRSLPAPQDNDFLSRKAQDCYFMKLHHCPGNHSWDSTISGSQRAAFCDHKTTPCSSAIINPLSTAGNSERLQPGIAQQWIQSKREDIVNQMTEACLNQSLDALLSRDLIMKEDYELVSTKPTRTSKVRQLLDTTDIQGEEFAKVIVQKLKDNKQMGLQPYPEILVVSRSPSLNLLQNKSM
# ABHD5 PLIN5 PPI: ABHD5-PLIN5 protein interaction inhibition; AID 602281; Split G. princeps luciferase complementation, luminescence, 4 h; Q00G26+Q8WTS1; inhibition, % at 4 µM; 0.78% of 360,000 active;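 active means inhibition above the mean inhibition across every tested compound plus 3 SD, cut at about 22% in these data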;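 further: 0% = DMSO only wells and the 100% control is not disclosed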
# SRC3 inh: inhibits human SRC3 coactivator; Q9Y6Q9; HEK293 GAL4-SRC3 luciferase reporter, luminescence; inhibition, % at 3.6 µM; 0.17% of 360,000 active; AID 588352;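 active means inhibition above a per-campaign cutoff, the mean of all compounds plus 3 SD, cut at about 60% in these data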;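 further: 0% = DMSO-treated cells and 100% = gossypol-treated cells at 36 µM; higher means less SRC3-driven luciferase light from the GAL4 reporter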
# SRC1 inh: inhibitors of human steroid receptor coactivator 1 (SRC1); Q15788; HEK293 GAL4-SRC1 luciferase reporter, luminescence; inhibition, % at 3.6 µM; 0.12% of 360,000 active; AID 588354;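 active means inhibition above the campaign mean plus 3 SD, with each screening campaign given its own cutoff, cut at about 60% in these data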;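 further: 0% = DMSO treated cells and 100% = gossypol at 36 µM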
# NR5A2 inv ag: NR5A2 inverse agonism in reporter assay; O00482; HEK293T StAR-luciferase reporter, LRH-1 transfected, 24 h; inhibition, % at 3.6 µM; 0.13% of 360,000 active;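 active means inhibition above the mean inhibition of all tested compounds plus 3 SD, cut at about 73% in these data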;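 further: 0% = DMSO wells and 100% = reporter-only cells lacking LRH-1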
# LMP1 NFkB inh: inhibitors of Epstein-Barr LMP1-induced NF-kappaB reporter. LMP1-induced NF-kappaB luciferase reporter cells, luminescence. inhibition, % at 12.5 µM. 0.69% of 350,000 active. AID 504558; in the data active means inhibition above about 41%;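 further: 0% = neutral control wells and 100% = reference inhibitor control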
# MC4R antag cAMP: antagonists of human melanocortin 4 receptor (MC4R); P32245; MC4R-expressing cells, MTII-stimulated cAMP, LANCE TR-FRET; inhibition, % at 6.5 µM; 0.48% of 360,000 active; AID 540295;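 active means inhibition above its plate's cutoff, the mean of tested wells on that plate plus 3 SD, cut at about 29% in these data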;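 further: 0% = Melanotan II alone and 100% = Melanotan II plus saturating MCL0020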
# Target sequence (P32245 whole entry, looked up): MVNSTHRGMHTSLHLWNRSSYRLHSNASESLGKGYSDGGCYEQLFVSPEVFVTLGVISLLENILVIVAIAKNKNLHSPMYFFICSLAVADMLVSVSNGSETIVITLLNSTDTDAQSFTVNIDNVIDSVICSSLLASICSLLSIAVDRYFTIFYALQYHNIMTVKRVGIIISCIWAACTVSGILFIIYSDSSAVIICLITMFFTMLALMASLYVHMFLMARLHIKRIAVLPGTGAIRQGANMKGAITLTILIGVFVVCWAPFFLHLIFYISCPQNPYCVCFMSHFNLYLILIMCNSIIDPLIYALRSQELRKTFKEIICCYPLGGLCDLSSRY
#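 System – human MC4R-expressing U2OS cells · Also added – Melanotan II · Dosing – one concentration, 6.5 µM nominal · Timing – 30-min compound, 1-h challenge, 1-h detection, room temperature · Measured by – Eu-cAMP/anti-cAMP TR-FRET, emission 671 nm · Replicates – singlicate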
# SRC2 inh: inhibits human steroid receptor coactivator 2 | Q15596 | 0.17% of 370,000 active | inhibition, % at 9 µM | HEK293 GAL4-SRC2 luciferase reporter, luminescence;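 active means inhibition above the mean inhibition of all tested compounds plus 3 SD, set per campaign, cut at about 52% in these data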;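 further: 0% = DMSO treated cells and 100% = cells given Gossypol at 36 µM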
# MC4R barr agon: human MC4R agonism via beta-arrestin. P32245. U2OS MC4R beta-arrestin complementation, luminescence; percent of melanotan II response, DMSO zero. activation, % at 8.9 µM. 0.98% of 360,000 active;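 active means activation above a per-plate cutoff, the mean activation of sample wells on that plate plus 3 SD, cut at about 8% in these data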
# NR2F2 inh: blocks human COUP-TFII nuclear receptor; inhibition, % at 8.6 µM; P24468; HEK293T NGFI-A luciferase reporter, luminescence; 0.7% of 370,000 active;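 active means inhibition above a per-plate cutoff, mean inhibition of test wells between control levels plus 3 SD, cut at about 38% in these data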;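 further: cells cotransfected with COUP-TFII expression vector driving the NGFI-A reporter; 0% = median of COUP-TF2 test wells and 100% = reporter-only cells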
# TLR9-MyD88 inh: inhibitors of human TLR9-MyD88 binding; AID 504734; inhibition, % at 4.98 µM; CHO BLA complementation TLR9-MyD88, CCF4 FRET ratio; 0.21% of 340,000 active;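 active means inhibition above the mean over all tested compounds plus 3 SD, cut at about 21% in these data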;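 further: 0% = DMSO only wells and 100% = clavulanate BLA inhibitor control wells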
# An asterisk follows results filed as active; / = not tested or not shown. Some of the compounds tested. The share of hits here may be higher or lower than overall.
SMILES,NOD2-RIPK2 inh,ABHD5 PLIN5 PPI,SRC3 inh,SRC1 inh,NR5A2 inv ag,LMP1 NFkB inh,MC4R antag cAMP,SRC2 inh,MC4R barr agon,NR2F2 inh,TLR9-MyD88 inh
CC1COC2N=C(N[N+](=O)[O-])NC2O1 (stereo not given),-1,-3,5,-2,10,0,0,13,-2.4,26,0
CCCS(=O)(=O)N1CCC(C(=O)N2CCC3(CC2)OCCO3)CC1,1,-1,-1,0,-6,-5,20,-4,-1.2,-12,-12
N#CCCn1cc(C(=O)NCc2ccccc2)c(-c2ccc3c(c2)OCCO3)n1,0,-2,8,-9,18,-5,0,7,-1.9,-5,-1
COc1ccc(-c2cc(=Nc3cccc(C(=O)O)c3)c3cc(C)ccc3o2)cc1,-2,-2,-98,-106,-157,-5,-7,-53,-1.5,-32,-1
O=C(NCCN1CCCCC1)c1ccc(Cl)nc1Cl,-2,6,0,-3,-10,4,7,7,-0.8,8,-3
O=C(NCc1ccccc1)c1cccn(Cc2ccccc2)c1=O,-5,9,-10,-1,13,-9,4,-13,-1.3,0,-2
COCc1c(CN)cnc(C)c1N,0,-9,3,7,-7,-6,-5,-9,-0.7,-4,1
CC1(C)CC(=O)C2=C(C1)NC(=O)C21C(C(=O)OC(C)(C)C)=C(N)Oc2ccc(Br)cc21 (stereo not given),10,-7,8,-5,-5,-4,16,13,-0.9,3,-6
Cc1oc(-c2ccccc2Cl)nc1CN1C(=O)CN=C(c2ccccc2)c2ccccc21,4,10,10,13,7,7,1,25,5.9,16,5
O=[N+]([O-])c1c2ccccc2cc2ccccc12,-3,-1,-19,-17,4,2,6,/,-0.7,/,-12
COc1ccccc1N1CCN(Cc2ccc(Br)s2)CC1,2,-8,13,9,11,4,3,17,-0.5,-1,8
CN(C)CCN=Cc1c(O)n(Cc2ccc3c(c2)OCO3)c(=S)[nH]c1=O,-13,1,21,7,2,-4,1,4,2.1,-3,3
Cc1cc(C=O)c(C)n1C(C)C,4,-6,3,-10,-23,3,19,-22,-0.5,-12,-6
O=[N+]([O-])c1ccc(N2CC2)c([N+](=O)[O-])c1,-15,-8,3,4,15,1,0,-15,-1.2,-17,-16
CCCCn1c(=O)c(C(=O)Nc2ccccc2C)c(O)c2ccccc21,-10,5,-12,-11,26,5,-2,/,-1.1,/,3
C[C@]12CC[C@@H](O)C[C@@H]1CC[C@@H]1[C@@H]2CC[C@]2(C)[C@@H](O)CC[C@@H]12,-3,9,-1,5,5,5,-5,6,0.5,5,2
CC(=O)OC1(c2ccccc2)CCN(C)C(C)C1C (stereo not given),-3,4,9,3,18,3,5,2,-0.8,10,-16
CC(C)c1oc(=O)cc2c1[C@@H](O)[C@H]1OC(=O)[C@@]3(C)CC[C@@H](O)[C@@]2(C)C13 (stereo not given in full),-6,5,62*,25,72,0,1,-49,0.9,42*,1
CCOC(=O)[C@]12Cc3cc(OC)ccc3[C@H]1N(C)C(=O)c1cc(OC)ccc12,-1,7,/,/,17,/,/,11,/,15,/
COC(=O)C1=C(c2cccc(C#N)c2)C[C@@H]2CC[C@H]1N2C(=O)N1CCc2cc(OC)c(OC)cc2C1,-2,-6,20,-10,14,-2,2,-25,0.9,0,5
CN(C)c1ccc(CCN2CCOCC2)cc1,-2,-10,-70,-53,-50,-15,-5,-40,0.6,-64,1
CCOC(=O)[C@]12Cc3cc(C)ccc3[C@H]1N(C)C(=O)c1ccccc12,-14,5,/,/,-8,/,/,-23,/,4,/
CC1CCC(C(=O)NC(C(=O)N2CCC3(CC2)OCCO3)C(C)C)CC1 (stereo not given),-12,0,2,-5,9,-8,1,-13,-1.5,1,3
Cc1[nH]c2ccccc2c1C(=O)C(=O)N1CC2CC(C1)c1cccc(=O)n1C2 (stereo not given),6,7,6,-5,7,2,9,-34,0.4,-2,4
COc1ccc(OC)c(CC(=O)O)c1,7,3,5,3,-11,-2,0,-3,2.1,7,2

# (continued)
SMILES,NOD2-RIPK2 inh,ABHD5 PLIN5 PPI,SRC3 inh,SRC1 inh,NR5A2 inv ag,LMP1 NFkB inh,MC4R antag cAMP,SRC2 inh,MC4R barr agon,NR2F2 inh,TLR9-MyD88 inh
Cc1nc(C)c(C(=O)NN=Cc2ccc(N(CCCl)CCCl)cc2)s1,-4,-3,-1,-3,13,13,-6,-38,0.6,1,-3
CS(=O)(=O)c1ccc(C2=C(CNC(=O)c3cccs3)[C@H]3CC[C@@H](C2)N3Cc2ccccc2)cc1,4,-2,5,-4,7,3,2,5,-1.9,3,-8
C[C@]1(O)CCC2C3CC[C@@H]4CC(=O)CC[C@]4(C)C3CC[C@@]21C (stereo not given in full),15,0,21,-5,13,-12,10,3,1.0,6,-1
CCOC(=O)CNC(=O)N1Cc2cc(N3CCCCC3)ccc2-n2nncc2C1,3,6,-12,13,7,/,/,/,/,/,/
CC(=O)c1ccc(OCC(=O)N2CCCC(N3CCN(c4ccccc4C)CC3)C2)cc1 (stereo not given),-9,4,17,5,19,-1,5,14,-0.7,5,-2
Cc1ccc2c(c1)[C@@H]1CN(C)CC[C@@H]1N2C(=O)Nc1cccc(C(F)(F)F)c1,0,-1,18,1,7,-11,5,-7,-0.7,-17,-10
Cc1ccc(-n2c(O)c(C=NC3CCCC3)c(=O)[nH]c2=O)c(C)c1,-5,6,-5,5,-1,1,-2,-4,-1.6,7,6
CCCn1cc(C(=O)O)cn1,-14,-2,9,8,0,0,4,-13,1.1,14,2
O=[N+]([O-])c1cc([As](=O)(O)O)ccc1O,3,-13,5,-4,-5,5,-4,-4,0.4,12,-11
CC[C@H]1c2ccccc2[C@@H]2CC[C@H]1N2c1ccccc1,-13,-16,/,/,10,/,/,-1,/,-5,/
CC(=O)N(C1=NCCCS1)c1ccc(F)cc1,-7,-5,22,-32,15,-6,10,6,-0.1,-8,4
NNc1n[nH]c(=S)n1N,2,-26,-8,-30,4,-1,2,-10,-3.1,-1,-1
N#CCCn1cc(C(=O)Nc2ccc([N+](=O)[O-])cc2)c(-c2ccccc2)n1,-11,2,-9,19,41,3,13,14,-1.8,0,-2
C[N+]1(C)CCN(c2ccccc2)CC1,-9,-7,5,6,-4,-4,-3,-38,3.2,7,-15
Cc1cc(O)c(CN2CCN(c3ccccc3)CC2)cc1C,6,7,-12,7,21,2,0,-23,1.0,-15,-5
CCCCCn1c(NC(=O)c2ccco2)c(C(=O)OCC)c2nc3ccccc3nc21,-1,16,12,16,16,8,-16,/,-0.5,/,2
Cc1ccc(/C=C2\C(=O)NC(=S)N(c3cccc(F)c3)C2=O)o1,-4,4,-24,-4,-3,-4,2,-33,-1.8,1,-3
COc1ccccc1CCNC1CCC(C(C)(C)C)CC1 (stereo not given),-4,7,24,13,14,-6,5,16,-1.1,-14,-4
O=C(N=Nc1c(O)[nH]c(=O)[nH]c1=O)C1COc2cc3ccccc3cc2O1 (stereo not given),0,-12,1,-21,15,-1,-3,-9,-2.0,-18,/
Cc1ccc2c(c1)C1CN(C)CCC1N2C(=O)CCCN1C(=O)c2cccc3cccc(c23)C1=O (stereo not given),-16,4,9,-4,0,9,9,-13,1.8,-5,-2
Nc1ccc(Cc2ccc(N)c(Cl)c2)cc1Cl,-2,2,3,-3,-6,-10,6,10,0.6,-4,-3
Cc1ccc(NC(=S)NCCc2cnc[nH]2)cc1C,-3,-6,18,-4,5,1,3,-6,-0.4,12,2
O=C(COC(=O)Cc1ccccc1)Nc1ccc(SC(F)F)cc1,-8,0,-6,5,10,-9,10,1,-2.0,-2,1
CCCCSC1=NN1c1nc(N)nc(C)c1CC,-3,-4,-1,-4,-11,-1,2,-3,-1.5,-3,4
Cc1ccc(C(=O)Nc2ccc(-n3ccnc3P(=O)(O)c3ccccc3)cc2)cc1,-11,-3,32,10,4,5,1,-3,-1.5,1,-6
Fc1ccc(CN2CCN(c3ccc(Cl)cc3)CC2)cc1,-3,-3,7,2,0,-5,12,6,1.4,4,3
COC(=O)C1=C(c2ccc(Cl)c(C(F)(F)F)c2)C[C@@H]2CC[C@H]1N2C(=O)NCCOc1ccc(OC)cc1,-14,3,25,5,-17,6,4,/,1.5,/,-3

# Part of the list above, reformatted:
SMILES | NOD2-RIPK2 inh | ABHD5 PLIN5 PPI | SRC3 inh | SRC1 inh | NR5A2 inv ag | LMP1 NFkB inh | MC4R antag cAMP | SRC2 inh | MC4R barr agon | NR2F2 inh | TLR9-MyD88 inh
N#CCCn1cc(C(=O)Nc2ccc([N+](=O)[O-])cc2)c(-c2ccccc2)n1 | -11 | 2 | -9 | 19 | 41 | 3 | 13 | 14 | -1.8 | 0 | -2
C[N+]1(C)CCN(c2ccccc2)CC1 | -9 | -7 | 5 | 6 | -4 | -4 | -3 | -38 | 3.2 | 7 | -15
Cc1cc(O)c(CN2CCN(c3ccccc3)CC2)cc1C | 6 | 7 | -12 | 7 | 21 | 2 | 0 | -23 | 1.0 | -15 | -5
CCCCCn1c(NC(=O)c2ccco2)c(C(=O)OCC)c2nc3ccccc3nc21 | -1 | 16 | 12 | 16 | 16 | 8 | -16 | / | -0.5 | / | 2
Cc1ccc(/C=C2\C(=O)NC(=S)N(c3cccc(F)c3)C2=O)o1 | -4 | 4 | -24 | -4 | -3 | -4 | 2 | -33 | -1.8 | 1 | -3
COc1ccccc1CCNC1CCC(C(C)(C)C)CC1 (stereo not given) | -4 | 7 | 24 | 13 | 14 | -6 | 5 | 16 | -1.1 | -14 | -4
O=C(N=Nc1c(O)[nH]c(=O)[nH]c1=O)C1COc2cc3ccccc3cc2O1 (stereo not given) | 0 | -12 | 1 | -21 | 15 | -1 | -3 | -9 | -2.0 | -18 | /
Cc1ccc2c(c1)C1CN(C)CCC1N2C(=O)CCCN1C(=O)c2cccc3cccc(c23)C1=O (stereo not given) | -16 | 4 | 9 | -4 | 0 | 9 | 9 | -13 | 1.8 | -5 | -2
Nc1ccc(Cc2ccc(N)c(Cl)c2)cc1Cl | -2 | 2 | 3 | -3 | -6 | -10 | 6 | 10 | 0.6 | -4 | -3
Cc1ccc(NC(=S)NCCc2cnc[nH]2)cc1C | -3 | -6 | 18 | -4 | 5 | 1 | 3 | -6 | -0.4 | 12 | 2
O=C(COC(=O)Cc1ccccc1)Nc1ccc(SC(F)F)cc1 | -8 | 0 | -6 | 5 | 10 | -9 | 10 | 1 | -2.0 | -2 | 1
CCCCSC1=NN1c1nc(N)nc(C)c1CC | -3 | -4 | -1 | -4 | -11 | -1 | 2 | -3 | -1.5 | -3 | 4
Cc1ccc(C(=O)Nc2ccc(-n3ccnc3P(=O)(O)c3ccccc3)cc2)cc1 | -11 | -3 | 32 | 10 | 4 | 5 | 1 | -3 | -1.5 | 1 | -6
